CXCR6 inh: inhibitors of human CXCR6 receptor. 0.36% of 360,000 active. CHO-K1 PathHunter CXCR6 beta-arrestin, luminescence. inhibition, % at 20 µM; in the data active means inhibition above about 34%, passing the limit was not always enough;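 further: antagonist mode with CXCL16 agonist at 10 nM final; 0% = 10 nM CXCL16 with DMSO and 100% = unstimulated wells without agonist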
Target sequence (O00574 whole entry, looked up): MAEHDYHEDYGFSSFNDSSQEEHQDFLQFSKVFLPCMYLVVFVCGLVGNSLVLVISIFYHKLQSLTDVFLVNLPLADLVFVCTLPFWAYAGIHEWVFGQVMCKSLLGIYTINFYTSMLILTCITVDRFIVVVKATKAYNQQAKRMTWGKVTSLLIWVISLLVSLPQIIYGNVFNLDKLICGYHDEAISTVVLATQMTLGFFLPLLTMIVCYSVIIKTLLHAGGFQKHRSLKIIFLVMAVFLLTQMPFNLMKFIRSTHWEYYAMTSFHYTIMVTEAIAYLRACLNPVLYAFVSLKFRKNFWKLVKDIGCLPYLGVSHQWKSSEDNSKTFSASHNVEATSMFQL
CCR6 antag: CCR6 (human) receptor antagonism. CHO-K1 CCR6 PathHunter beta-arrestin, luminescence, CCL20-stimulated. AID 493098. 0.49% of 340,000 active. inhibition, % at 20 µM;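 active means compounds whose inhibition of the agonist-driven luminescence signal at 20 µM reaches about 50%, limit read from the data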;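 further: cells stimulated with CCL20 at 14 nM final; plate controls were DMSO with CCL20 for no effect and DMSO without agonist for full effect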
Target sequence (P51684 whole entry, looked up): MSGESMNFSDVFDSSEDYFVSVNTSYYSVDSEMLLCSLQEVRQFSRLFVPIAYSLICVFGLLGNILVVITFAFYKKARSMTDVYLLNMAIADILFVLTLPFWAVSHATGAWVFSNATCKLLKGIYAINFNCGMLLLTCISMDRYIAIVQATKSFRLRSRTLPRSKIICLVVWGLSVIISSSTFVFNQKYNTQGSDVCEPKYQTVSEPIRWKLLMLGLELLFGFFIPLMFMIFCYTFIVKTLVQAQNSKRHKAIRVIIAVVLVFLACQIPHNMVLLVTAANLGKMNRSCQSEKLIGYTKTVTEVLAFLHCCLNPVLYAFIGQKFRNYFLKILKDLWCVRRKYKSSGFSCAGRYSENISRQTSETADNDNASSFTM
697 NFkB inh: lowers PMA/ionomycin-induced NF-kB signal in 697 B cells | 697 B-cell NF-kB luciferase reporter, 16 h | inhibition, % at 4 µM | 0.33% of 330,000 active | AID 435022; in the data active means inhibition above about 35%
UPR CHOP act: apoptotic UPR (CHOP) activation | 0.34% of 330,000 active | CHO-CHOP luciferase reporter, luminescence; percent of tunicamycin response over DMSO baseline | activation, % at 10 µM;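 active means at 10 µM dose, activation of 40% or more, normalized to positive control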;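 further: 100% = tunicamycin at 10 µg/mL and 0% = DMSO alone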
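Dosing – one dose, 10 µM in 0.5% DMSO · System – CHO-CHOP cells, stable luciferase reporter of PERK-eIF2a-CHOP signalling · Input – 500 cells/well · Control set – tunicamycin 10 µg/mL final as positive, DMSO-only wells as negative · Timing – 6 h compound treatment, 37 °C · Measure – % activation vs tunicamycin · Technique – luminescence read with Steady-Glo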
Jurkat NFkB inh: lowers PMA/ionomycin-induced NF-kB signal in Jurkat cells; AID 435003; PMA/ionomycin-induced NF-kB luciferase reporter, luminescence; 0.53% of 330,000 active; inhibition, % at 4 µM; in the data active means inhibition above about 50%
Gli-Sufu antag: antagonists of Gli-Sufu signaling; Sufu-KO-LIGHT fibroblasts, Gli luciferase reporter luminescence; inhibition, % at 5 µM; 0.74% of 340,000 active;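 active means inhibition above about 55%, limit read from the data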;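 further: 0% = DMSO-treated cells and 100% = wells with medium but no cells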
EBI2 antag: blocks human EBI2 receptor beta-arrestin signaling | P32249 | EBI2 beta-arrestin recruitment, luminescence, 7a,25-OHC stimulated | inhibition, % at 5 µM | 0.81% of 360,000 active; in the data active means inhibition above about 38%;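 further: enzyme fragment complementation signal reports receptor beta-arrestin coupling in cells; 0% = agonist plus DMSO wells and 100% = wells without agonist; some results beyond the cut were filed as inactive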
Target sequence (P32249 whole entry, looked up, the tested form may be a part): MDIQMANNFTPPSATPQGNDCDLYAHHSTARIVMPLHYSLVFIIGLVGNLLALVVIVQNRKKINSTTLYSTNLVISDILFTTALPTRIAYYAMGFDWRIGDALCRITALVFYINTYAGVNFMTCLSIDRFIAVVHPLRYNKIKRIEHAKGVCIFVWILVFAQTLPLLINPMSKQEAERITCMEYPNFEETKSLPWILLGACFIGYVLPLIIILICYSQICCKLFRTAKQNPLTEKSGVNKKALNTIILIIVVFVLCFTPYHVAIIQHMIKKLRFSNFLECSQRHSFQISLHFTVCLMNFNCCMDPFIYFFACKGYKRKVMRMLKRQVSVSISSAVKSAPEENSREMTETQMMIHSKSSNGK
Mdm2 MdmX PPI: inhibitors of human Mdm2/MdmX interaction | O15151+Q00987 | SaOS-2 split-luciferase Mdm2/MdmX complementation, luminescence | inhibition, % at 8 µM | 3% of 330,000 active | AID 485346;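 active means inhibition of at least 50% at 8 µM in the primary screen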
XBP1 UPR activ: activators of adaptive arm of unfolded protein response (XBP1); AID 463104; CHO-XBP1 luciferase reporter, IRE1-XBP1 UPR activation, luminescence; percent of tunicamycin response, DMSO as zero; 0.33% of 330,000 active; activation, % at 20 µM;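 active means versus positive control, 20 µM dose yields 30% or more activation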;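 further: 100% = tunicamycin at 10 µg/mL and 0% = DMSO only wells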
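Material: CHO-XBP1 cells stably carrying IRE1-XBP1-driven luciferase reporter / Amount: 1000 cells per well / Compound: 20 µM, 1% DMSO / Times: 6 h treatment, 37 °C / Detection: luciferase luminescence / Measure: % activation of reporter signal versus tunicamycin and DMSO controls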
* hit, by the source's call.

How did CC(C)Sc1nsc2nc(=O)c(/C=C3\C=Nc4ccccc43)c(N)n12 do in these assays?
CXCR6 inh: 11.1; CCR6 antag: 2.5; 697 NFkB inh: -4.7; UPR CHOP act: -0.6; Jurkat NFkB inh: -4.8; Gli-Sufu antag: -0.8; EBI2 antag: 14.9; Mdm2 MdmX PPI: -2.5; XBP1 UPR activ: -2.1

What do the screens show for `CCOC(=O)c1nnc(-c2cccs2)nc1Oc1ccc(Cl)cc1`?
CXCR6 inh: 17.7; CCR6 antag: 24.0; 697 NFkB inh: -7.5; UPR CHOP act: 2.8; Jurkat NFkB inh: -6.6; Gli-Sufu antag: -6.1; EBI2 antag: -3.8; Mdm2 MdmX PPI: 9.1; XBP1 UPR activ: 11.1

Results for Cc1ccc(S(=O)(=O)Nc2cc3c(C(=O)O)c(C)oc3c3ccccc23)c(C)c1 ?
CXCR6 inh: -12.5; CCR6 antag: -9.4; 697 NFkB inh: 11.7; UPR CHOP act: 1.4; Jurkat NFkB inh: 27.0; Gli-Sufu antag: -15.1; EBI2 antag: -10.2; Mdm2 MdmX PPI: 12.0; XBP1 UPR activ: 6.9

How did Cc1cc(C2C(C#N)=C(N)Oc3n[nH]c(C)c32)c(C)s1 (configuration not stated) do in these assays?
CXCR6 inh: -1.6; CCR6 antag: 17.3; 697 NFkB inh: 2.4; UPR CHOP act: -2.7; Jurkat NFkB inh: 0.8; Gli-Sufu antag: 2.4; EBI2 antag: -3.0; Mdm2 MdmX PPI: 30.9; XBP1 UPR activ: -7.3

What do the screens show for `Cc1ccc(OCC(=O)Nc2nnc(S(=O)(=O)N3CCCCCC3)s2)cc1C`?
CXCR6 inh: 3.1; CCR6 antag: 0.2; 697 NFkB inh: 0.6; UPR CHOP act: 0.6; Jurkat NFkB inh: -0.8; Gli-Sufu antag: 5.0; EBI2 antag: -7.5; Mdm2 MdmX PPI: 12.7; XBP1 UPR activ: -2.7

Results for CCOC(=O)c1nc(Nc2ccc(OC)cc2)c2ccccc2n1 ?
CXCR6 inh: 0.2; CCR6 antag: 5.8; 697 NFkB inh: 1.8; UPR CHOP act: -0.7; Jurkat NFkB inh: -28.2; Gli-Sufu antag: -1.4; EBI2 antag: 4.3; Mdm2 MdmX PPI: 1.1; XBP1 UPR activ: -7.0

What do the screens show for `O=C(NNC(=O)c1ccc2ccccc2n1)c1ccc(O)cc1`?
CXCR6 inh: -18.0; CCR6 antag: -5.1; 697 NFkB inh: 13.6; UPR CHOP act: -0.6; Jurkat NFkB inh: -7.9; Gli-Sufu antag: -1.0; EBI2 antag: -19.3; Mdm2 MdmX PPI: 32.8; XBP1 UPR activ: 3.0

Results for COc1cccc(CN(Cc2ccco2)S(=O)(=O)c2ccc(S(=O)(=O)NCc3ccccc3)cc2)c1OC ?
CXCR6 inh: 3.4; CCR6 antag: 8.9; 697 NFkB inh: 13.6; UPR CHOP act: 2.0; Jurkat NFkB inh: 3.1; Gli-Sufu antag: 6.3; EBI2 antag: 25.5; Mdm2 MdmX PPI: 43.9; XBP1 UPR activ: 0.1

Results for COc1cccc2c1Oc1ncccc1N(C(=O)CCC(=O)NCc1ccc(C)cc1)C2 ?
CXCR6 inh: -0.1; CCR6 antag: 14.4; 697 NFkB inh: 16.2; UPR CHOP act: 0.7; Jurkat NFkB inh: -4.2; Gli-Sufu antag: 0.1; EBI2 antag: 3.1; Mdm2 MdmX PPI: 8.8; XBP1 UPR activ: -1.0

How did CCc1nnc(NC(=O)CCN2C(=O)c3ccccc3S2(=O)=O)s1 do in these assays?
CXCR6 inh: -1.3; CCR6 antag: 3.6; 697 NFkB inh: 13.5; UPR CHOP act: -2.3; Jurkat NFkB inh: -11.6; Gli-Sufu antag: -1.5; EBI2 antag: 0.8; Mdm2 MdmX PPI: -3.6; XBP1 UPR activ: 1.5

Results for Cc1ccccc1N=Nc1c(O)n(C)c2ccccc12 ?
CXCR6 inh: -1.9; CCR6 antag: -5.3; 697 NFkB inh: 6.4; UPR CHOP act: 7.1; Jurkat NFkB inh: 11.5; Gli-Sufu antag: -3.6; EBI2 antag: 5.4; Mdm2 MdmX PPI: 11.7; XBP1 UPR activ: -0.3

What do the screens show for `Cc1nc2nc(C)c(CCC(=O)NCc3ccc4c(c3)OCO4)c(C)n2n1`?
CXCR6 inh: -10.6; CCR6 antag: -10.1; 697 NFkB inh: 19.5; UPR CHOP act: -1.5; Jurkat NFkB inh: -11.5; Gli-Sufu antag: -4.0; EBI2 antag: -13.1; Mdm2 MdmX PPI: 16.2; XBP1 UPR activ: -2.5

Results for COc1ccccc1NC(=O)CN1CCN(C(=O)c2ccco2)CC1 ?
CXCR6 inh: 2.6; CCR6 antag: -0.1; 697 NFkB inh: 3.4; UPR CHOP act: -1.1; Jurkat NFkB inh: -6.4; Gli-Sufu antag: -3.4; EBI2 antag: 4.7; Mdm2 MdmX PPI: -15.0; XBP1 UPR activ: -2.6

How did CN(CC(=O)NC1CCN(Cc2ccccc2)CC1)S(=O)(=O)c1ccc(Cl)cc1 do in these assays?
CXCR6 inh: 3.9; CCR6 antag: 1.5; 697 NFkB inh: -8.4; UPR CHOP act: -0.4; Jurkat NFkB inh: 5.6; Gli-Sufu antag: 10.8; EBI2 antag: -6.1; Mdm2 MdmX PPI: 0.1; XBP1 UPR activ: 1.4

How did Brc1ccc(COc2ncnc3ccccc23)cc1 do in these assays?
CXCR6 inh: -2.8; CCR6 antag: -3.5; 697 NFkB inh: 14.1; UPR CHOP act: 1.8; Jurkat NFkB inh: 14.0; Gli-Sufu antag: 0.9; EBI2 antag: 9.5; Mdm2 MdmX PPI: 17.3; XBP1 UPR activ: -0.6

Pulled by structure from the entries so far:
What do the screens show for `O=C(NNC(=O)c1ccc2ccccc2n1)c1ccc(O)cc1`?
CXCR6 inh: -18.0; CCR6 antag: -5.1; 697 NFkB inh: 13.6; UPR CHOP act: -0.6; Jurkat NFkB inh: -7.9; Gli-Sufu antag: -1.0; EBI2 antag: -19.3; Mdm2 MdmX PPI: 32.8; XBP1 UPR activ: 3.0

Results for Cc1ccc(S(=O)(=O)Nc2cc3c(C(=O)O)c(C)oc3c3ccccc23)c(C)c1 ?
CXCR6 inh: -12.5; CCR6 antag: -9.4; 697 NFkB inh: 11.7; UPR CHOP act: 1.4; Jurkat NFkB inh: 27.0; Gli-Sufu antag: -15.1; EBI2 antag: -10.2; Mdm2 MdmX PPI: 12.0; XBP1 UPR activ: 6.9

Other entries follow.
What do the screens show for `CC1=NN(c2cccc(C(=O)O)c2)C(=O)/C1=C\C=C/c1ccccc1`?
CXCR6 inh: 5.5; CCR6 antag: 6.8; 697 NFkB inh: -132.9; UPR CHOP act: 94.9*; Jurkat NFkB inh: 43.3; Gli-Sufu antag: -3.8; EBI2 antag: 9.3; Mdm2 MdmX PPI: 64.6*; XBP1 UPR activ: -3.3

What do the screens show for `O=C(CC(=O)c1ccccc1)Nc1ccccc1C(F)(F)F`?
CXCR6 inh: 17.7; CCR6 antag: 30.7; 697 NFkB inh: 4.2; UPR CHOP act: 2.8; Jurkat NFkB inh: 5.3; Gli-Sufu antag: -6.7; EBI2 antag: 20.8; Mdm2 MdmX PPI: 14.5; XBP1 UPR activ: -1.0

Results for CC(=O)N1N=C(N)SC12CCCC2 ?
CXCR6 inh: 4.5; CCR6 antag: -7.0; 697 NFkB inh: -35.9; UPR CHOP act: -0.3; Jurkat NFkB inh: -26.6; Gli-Sufu antag: 2.8; EBI2 antag: 1.6; Mdm2 MdmX PPI: -20.0; XBP1 UPR activ: 1.1

Results for O=S(=O)(NCCOCC(F)(F)F)c1ccc2oc3ccccc3c2c1 ?
CXCR6 inh: -1.2; CCR6 antag: 7.5; 697 NFkB inh: -45.9; UPR CHOP act: -1.1; Jurkat NFkB inh: -17.3; Gli-Sufu antag: 7.9; EBI2 antag: 5.5; Mdm2 MdmX PPI: -12.5; XBP1 UPR activ: -2.8

Results for Cc1csc(SCC(=O)Nc2cc([N+](=O)[O-])ccc2F)n1 ?
CXCR6 inh: 7.4; CCR6 antag: 2.3; 697 NFkB inh: 17.2; UPR CHOP act: 0.3; Jurkat NFkB inh: 5.9; Gli-Sufu antag: -5.8; EBI2 antag: 2.4; Mdm2 MdmX PPI: 16.0; XBP1 UPR activ: -2.2

Results for O=C1CN(C(=O)/C=C/c2ccc(Cl)cc2Cl)CCN1 ?
CXCR6 inh: 10.2; CCR6 antag: 0.2; 697 NFkB inh: 10.4; UPR CHOP act: 5.9; Jurkat NFkB inh: -23.4; Gli-Sufu antag: 13.6; EBI2 antag: -1.2; Mdm2 MdmX PPI: -8.4; XBP1 UPR activ: -0.3

How did O=C(/C=C/c1ccc(O)c(O)c1)NC(=O)c1ccccc1O do in these assays?
CXCR6 inh: -6.0; CCR6 antag: 27.7; 697 NFkB inh: -50.6; UPR CHOP act: 1.6; Jurkat NFkB inh: -7.3; Gli-Sufu antag: -73.0; EBI2 antag: -0.1; Mdm2 MdmX PPI: -6.7; XBP1 UPR activ: 4.8

How did O=C(c1cc(-c2ccc(O)cc2)on1)N1CCCC1 do in these assays?
CXCR6 inh: -7.8; CCR6 antag: -3.7; 697 NFkB inh: -108.2; UPR CHOP act: 1.3; Jurkat NFkB inh: -98.6; Gli-Sufu antag: -62.6; EBI2 antag: -6.4; Mdm2 MdmX PPI: -66.3; XBP1 UPR activ: -7.8

How did COC(=O)c1ccccc1NC(=S)N(Cc1ccc2c(c1)OCO2)Cc1cc2ccc(OC)cc2[nH]c1=O do in these assays?
CXCR6 inh: 4.5; CCR6 antag: 11.0; 697 NFkB inh: 6.2; UPR CHOP act: 1.6; Jurkat NFkB inh: 5.7; Gli-Sufu antag: 6.3; EBI2 antag: -13.4; Mdm2 MdmX PPI: 23.2; XBP1 UPR activ: 1.0

What do the screens show for `Cc1nnc(SCC(=O)Nc2ncc3c(n2)CC(c2ccccc2)CC3=O)s1` (configuration not stated)?
CXCR6 inh: 4.8; CCR6 antag: 24.5; 697 NFkB inh: 5.7; UPR CHOP act: -2.4; Jurkat NFkB inh: -9.9; Gli-Sufu antag: -6.2; EBI2 antag: -0.8; Mdm2 MdmX PPI: -2.4; XBP1 UPR activ: -0.4

What do the screens show for `COc1ccc(NC(=S)N(CCc2c(C)[nH]c3ccc(C)cc23)Cc2cccs2)cc1`?
CXCR6 inh: 5.9; CCR6 antag: 1.1; 697 NFkB inh: 4.0; UPR CHOP act: 1.4; Jurkat NFkB inh: 5.4; Gli-Sufu antag: 5.3; EBI2 antag: 25.2; Mdm2 MdmX PPI: 24.2; XBP1 UPR activ: -3.2

How did Cc1ccc2c(c1)C(O)(CC(=O)c1cccnc1)C(=O)N2 (configuration not stated) do in these assays?
CXCR6 inh: -4.8; CCR6 antag: 2.8; 697 NFkB inh: 8.9; UPR CHOP act: -1.1; Jurkat NFkB inh: 2.5; Gli-Sufu antag: 4.4; EBI2 antag: -9.4; Mdm2 MdmX PPI: 23.0; XBP1 UPR activ: -2.1

How did O=C(CC1Sc2ccccc2NC1=O)OCC(=O)N1CCc2ccccc21 (configuration not stated) do in these assays?
CXCR6 inh: 5.6; CCR6 antag: 5.0; 697 NFkB inh: -10.1; UPR CHOP act: 5.3; Jurkat NFkB inh: -15.3; Gli-Sufu antag: 1.4; EBI2 antag: 0.9; Mdm2 MdmX PPI: 27.1; XBP1 UPR activ: -0.8

How did CCn1c(=O)c2ccccc2n(CC(=O)NC2CCCCC2)c1=O do in these assays?
CXCR6 inh: 7.5; CCR6 antag: 28.6; 697 NFkB inh: 2.6; UPR CHOP act: -1.5; Jurkat NFkB inh: 3.7; Gli-Sufu antag: -6.2; EBI2 antag: 9.3; Mdm2 MdmX PPI: 7.4; XBP1 UPR activ: 0.3

Compound activity deposited in PubChem by Sanford-Burnham Center for Chemical Genomics.
